# Casp6 inh: human caspase-6 inhibitors, primary screen, biochemical, VEID-R110 fluorescence, single point, set 2; P55212; purified caspase-6, Z-VEID-R110 cleavage fluorescence; inhibition, % at 12.5 µM; 350,000 tested, 0.53% active;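 active = mean inhibition across replicates at least about 35%, with every replicate also reaching that limit, limit read from the data; inconclusive = only one of the two criteria met; inactive = neither criterion met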;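 note: 0% = median of neutral control wells and 100% = no fluorescence left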
# Target sequence (P55212 24-179 limits assumed): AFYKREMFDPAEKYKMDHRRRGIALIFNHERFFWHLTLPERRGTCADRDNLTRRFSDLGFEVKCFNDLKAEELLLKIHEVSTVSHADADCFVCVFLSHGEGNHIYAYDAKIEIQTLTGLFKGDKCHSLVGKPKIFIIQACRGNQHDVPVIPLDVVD
# Target sequence (P55212 194-293 limits assumed): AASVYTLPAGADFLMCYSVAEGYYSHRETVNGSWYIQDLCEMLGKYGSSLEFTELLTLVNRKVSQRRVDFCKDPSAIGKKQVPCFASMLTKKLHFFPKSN
# SIRT5 inh: SIRT5 desuccinylase inhibitors, primary screen, biochemical, fluorescence imaging, single point, set 5; 330,000 tested, 1.1% active; AID 652115, 2013; Purified SirT5, succinyl-peptide AMC, trypsin-coupled fluorescence; NAD-dependent protein deacylase sirtuin-5, mitochondrial (Homo sapiens), Q9NXA8; inhibition, % at 15 µM; in the data active = inhibition above about 15%; inconclusive = no clear call, values can overlap the other calls
# ERp5 inh: inhibitors of ERp5-driven insulin aggregation, primary screen, biochemical, turbidity, absorbance 650 nm, single point. Protein disulfide-isomerase A6 (Homo sapiens), Q15084. 90 min. inhibition, % at 9.99 µM. 350,000 tested, 0.05% active. AID 651711, 2012;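 active = mean replicate inhibition above about 25%, with every replicate also reaching it, limit read from the data, passing the limit was not always enough; inconclusive = only one of those two criteria met; inactive = neither criterion met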
# Target sequence (Q15084 whole entry, looked up): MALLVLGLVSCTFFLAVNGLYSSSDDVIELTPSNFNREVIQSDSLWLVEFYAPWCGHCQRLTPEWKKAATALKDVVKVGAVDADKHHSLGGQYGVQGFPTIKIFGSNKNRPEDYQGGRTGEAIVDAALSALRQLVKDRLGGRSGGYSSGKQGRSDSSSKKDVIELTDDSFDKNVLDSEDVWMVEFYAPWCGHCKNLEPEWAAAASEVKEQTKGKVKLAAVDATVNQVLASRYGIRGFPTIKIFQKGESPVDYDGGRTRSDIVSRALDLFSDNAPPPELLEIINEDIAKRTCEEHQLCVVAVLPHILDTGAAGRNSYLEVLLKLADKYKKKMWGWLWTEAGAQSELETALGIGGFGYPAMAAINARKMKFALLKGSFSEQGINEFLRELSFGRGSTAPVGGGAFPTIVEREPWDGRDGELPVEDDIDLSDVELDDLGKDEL
# F508del corr: F508del CFTR correction, initial screen, CFBE line, single point; CFBE cells, YFP halide quenching; stimulated with forskolin plus potentiator P3; % fluorescence drop versus neutral controls; activity (quench increase), % at 7.58 µM; 350,000 tested, 0.36% active;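 active = mean added fluorescence quench of at least 8% versus neutral control, with both replicates also reaching 8%; inconclusive = only one of the mean or replicate conditions met; inactive = mean below 8% and not both replicates reaching 8%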;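 note: cells transiently co-express mutant CFTR-F508del with the halide-sensitive YFP; corrector assay measuring rescue of mutant channel to the surface after 24 h compound exposure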
# DENV2 CPE rescue: inhibitors of DENV2 cytopathic effect, primary screen, cell-based, plate reader, single concentration; DENV2-infected cells, cytopathic effect rescue; AID 651640, 2012; 350,000 tested, 1.7% active; CPE inhibition, % at 9.99 µM; in the data active = CPE inhibition above about 20%, passing the limit was not always enough; inconclusive = no clear call, values can overlap the other calls; tested in BHK-21 cells;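 note: 0% = median of neutral control wells and 100% = median of positive control wells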
# ERAP1 HTS inh: human ERAP1 aminopeptidase inhibitors, primary screen, biochemical, single point, plate reader; recombinant ERAP1, Leu-AMC fluorescence, 60 min; inhibition, % at 10.7 µM; 340,000 tested, 0.15% active;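 active = mean replicate inhibition of at least 30%, or all replicates individually reaching that 30% level; inactive = mean below 30% and not every replicate reaching it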;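 note: 0% = neutral control wells and 100% = L-leucinethiol positive control wells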
# miR-122 sensor: miR-122 Renilla sensor signal increase in Huh7, primary screen, miR-122 inhibitor project, cell-based, single point, plate reader | Huh7 miR-122 Renilla luciferase sensor, 48 h; neutral wells = 0, positive control = 100 | activation (reporter increase), % at 12.5 µM | 340,000 tested, 0.3% active;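 active = mean replicate activation score at least 90 and every replicate individually at or above 90; inconclusive = only one of the two criteria met; inactive = neither criterion met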;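 note: higher luciferase means less miR-122 activity so hits act as miR-122 inhibitors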
# Numbers without * were called inactive; ? = inconclusive; nt = no result given; [ ] = another dose, or the depositor's remark.
# Start of the listing, in advance, 4 compounds:
SMILES | Casp6 inh | SIRT5 inh | ERp5 inh | F508del corr | DENV2 CPE rescue | ERAP1 HTS inh | miR-122 sensor
CC(NC(=O)c1ccc(N(C)C)cc1)c1ccc(F)cc1 (stereo not drawn) | -4 | -5 | 8 | -3.0 | 6 | -2 | 3
CNS(=O)(=O)c1ccc2c(c1)C(=O)c1cc(S(=O)(=O)NC)ccc1CC2 | -1 | nt | -10 | 0.5 | 4 | 5 | 25
COc1ccc2occ(C(C)=O)c2c1 | 1 | nt | -9 | nt | nt | 1 | -3
Cn1c(-c2ncc(F)cc2F)cc2onc(-c3c(F)cccc3Cl)c2c1=O | 2 | -1 | 6 | -3.0 | -10 | 0 | 2

# Main list, from the first entry:
SMILES | Casp6 inh | SIRT5 inh | ERp5 inh | F508del corr | DENV2 CPE rescue | ERAP1 HTS inh | miR-122 sensor
CC(NC(=O)c1ccc(N(C)C)cc1)c1ccc(F)cc1 (stereo not drawn) | -4 | -5 | 8 | -3.0 | 6 | -2 | 3
CNS(=O)(=O)c1ccc2c(c1)C(=O)c1cc(S(=O)(=O)NC)ccc1CC2 | -1 | nt | -10 | 0.5 | 4 | 5 | 25
COc1ccc2occ(C(C)=O)c2c1 | 1 | nt | -9 | nt | nt | 1 | -3
Cn1c(-c2ncc(F)cc2F)cc2onc(-c3c(F)cccc3Cl)c2c1=O | 2 | -1 | 6 | -3.0 | -10 | 0 | 2
CN1C(=O)C2C3c4ccccc4C(c4ccccc43)[C@@H]2C1=O (stereo partly drawn) | -4 | -3 | 2 | -0.4 | 7 | -1 | nt
C[C@H](CO)N1C[C@H](C)[C@H](CN(C)Cc2ccc(Oc3ccccc3)cc2)Oc2ccc(NC(=O)Cc3cn(C)c4ccccc34)cc2CC1=O | nt | nt | nt | -0.2 | 16 | nt | -8[16.7 µM]
COc1ccc(C(=O)N[C@H](C(=O)OCCCOC(=O)[C@@H](NC(=O)c2ccc(OC)cc2)C(C)C)C(C)C)cc1 | 1 | -5 | nt | -0.7 | -2 | -2 | nt
CCOc1ccc(S(=O)(=O)NCc2ccncc2)cc1NC(=O)c1ccccc1 | -2 | -11 | -2 | -1.7 | 0 | -4 | nt
CCSC1=C(C#N)C(c2cccc(Br)c2)CC(=O)N1 (stereo not drawn) | nt | 1 | -13 | -4.7 | ? | -14 | -3
Cc1ccc(S(=O)(=O)N2C[C@@H]3[C@H]4CC[C@H](C4)[C@@H]3[C@@H](C)[C@@H]2c2cn(Cc3ccccc3)c3ccc(F)cc23)cc1 | 0 | -3 | 0 | 0.8 | -6 | 11 | -3
O=S(=O)(NCC[C@@H]1CC[C@H](NS(=O)(=O)c2cccc(F)c2)[C@@H](CO)O1)c1cccc(F)c1 | 3 | 3 | -1 | 2.9 | -13 | nt | nt
CCc1nc2c(OCc3cccc(Cl)c3)cccn2c1N(C)C(=O)Nc1ccccc1OC | 0 | 0 | -3 | -0.3 | -6 | 1 | -5
COCCn1ccc2c(OCC(=O)NCc3ccccc3)cccc2c1=O | 1 | -1 | -1 | -2.2 | -1 | 1 | 0
Cc1cc(N/N=C/c2cccc([N+](=O)[O-])c2)nc(-n2nc(C)cc2C)n1 | 0 | -2 | -1 | 2.0 | -6 | nt | -22
CN1[C@@H]2Cn3c(ccc(-c4ccccc4)c3=O)[C@H]1[C@@H](C(=O)N1CCC(Cc3ccccc3)CC1)[C@@H]2CO | -4 | -5 | -3 | 2.0 | -11 | 1 | -2[16.7 µM]
Cc1c(C(=O)N2CCC(Cc3ccccc3)CC2)cccc1[N+](=O)[O-] | 4 | -1 | 6 | -0.1 | -8 | 2 | nt
C[C@H](CO)N1C[C@H](C)[C@H](CN(C)C(=O)[C@H](Cc2ccccc2)N(C)C)OCc2ccccc2-c2c(n(C)c3ccccc23)C1=O | -1 | 5 | -4 | 1.4 | 5 | -1 | nt
CNC(=O)N1c2ccccc2C=Cc2ccccc21 | 0 | -3 | 0 | 1.6 | 1 | 2 | -2
COc1cccc(C=Nc2ccc(N3CCOCC3)cc2)c1O | -3 | nt | 3 | -0.1 | 4 | 2 | -2
C[C@H]1CN([C@@H](C)CO)C(=O)Cc2cc(NC(=O)Nc3cccc4ccccc34)ccc2O[C@H]1CN(C)Cc1ccc2c(c1)OCO2 | 0 | 7 | -2 | -1.4 | -1 | -4 | -7[16.7 µM]
CC(C)CC#Cc1cnc2c(c1)C(=O)N([C@@H](C)CO)C[C@H](C)[C@H](CN(C)Cc1ccccn1)O2 | 0 | -4 | 4 | 1.2 | -6 | 0 | -5[16.7 µM]
COc1ccc(CNC(=O)COc2cc(=O)n(C)c3ccccc23)cc1 | 0 | -2 | 2 | -0.4 | -4 | -9 | nt
CCCc1c(C(=O)N/N=C(\C)c2cc(C)sc2C)nnn1-c1nonc1N | -4 | -3 | -1 | -2.9 | -1 | -2 | -3
CN(C(=O)CCc1nc2ccccc2c(=O)[nH]1)C1CCS(=O)(=O)C1 (stereo not drawn) | 1 | -1 | 1 | 0.8 | -3 | 3 | 7
COc1ccccc1-c1noc(CCCC(=O)NC2CCCC2)n1 | -4 | 3 | 0 | 2.5 | -3 | -5 | nt
Cc1nc2ccccc2c(=O)n1/N=C/c1cccs1 | 1 | 0 | -2 | -2.5 | 3 | 0 | -3
Cc1ccccc1NC(=O)C[C@H]1CC[C@H]2[C@@H](COc3ccc(NC(=O)NC(C)C)cc3C(=O)N2C)O1 | -1 | 2 | -7 | 2.9 | 4 | 0 | nt
CC(C)(C)OC(=O)N1CCCC(C(=O)Nc2cccc(C(=O)N3CCCCC3)c2)C1 (stereo not drawn) | 2 | -3 | -1 | 2.2 | -12 | 1 | 4
C[C@@H]1CCCCO[C@H](CN(C)S(=O)(=O)c2ccc(Cl)cc2)[C@H](C)CN([C@H](C)CO)C(=O)c2cc(NS(=O)(=O)c3ccc(F)cc3)ccc2O1 | -1 | 20* | -1 | 0.2 | -13 | 5 | -8[16.7 µM]
COc1ccc(Br)cc1CN(C)CC(=O)NCc1ccc(F)cc1 | 1 | -7 | -5 | 0.8 | 11 | -2 | -1

# Results in miR-122 sensor and SIRT5 inh, for some of the entries so far:
compound	miR-122 sensor	SIRT5 inh
COc1ccc(CNC(=O)COc2cc(=O)n(C)c3ccccc23)cc1	nt	-2
Cc1ccccc1NC(=O)C[C@H]1CC[C@H]2[C@@H](COc3ccc(NC(=O)NC(C)C)cc3C(=O)N2C)O1	nt	2

# (further entries)
SMILES | Casp6 inh | SIRT5 inh | ERp5 inh | F508del corr | DENV2 CPE rescue | ERAP1 HTS inh | miR-122 sensor
C[C@H](CO)N1C[C@H](C)[C@H](CN(C)C(=O)CN(C)C)Oc2cc(-c3ccccc3)ccc2S1(=O)=O | 1 | -2 | 2 | -1.3 | 15 | 3 | -1[16.7 µM]
C[C@@H]1CN([C@H](C)CO)C(=O)c2cc(NC(=O)c3ccncc3)ccc2O[C@H]1CN(C)Cc1ccccc1 | 0 | -1 | 0 | -1.6 | 5 | 1 | 11[16.7 µM]
Cc1cccc(C(=O)OCC(=O)NC(C)CCc2ccccc2)c1O (stereo not drawn) | -1 | -8 | 1 | 1.1 | 0 | -1 | nt
COc1ccccc1-c1sc2ccccc2c1C#Cc1ccc(N(C)C)cc1 | -5 | -4 | 6 | 2.7 | ? | 2 | 1

# 4 records drawn at random from the list so far, as already listed:
SMILES | Casp6 inh | SIRT5 inh | ERp5 inh | F508del corr | DENV2 CPE rescue | ERAP1 HTS inh | miR-122 sensor
Cc1cc(N/N=C/c2cccc([N+](=O)[O-])c2)nc(-n2nc(C)cc2C)n1 | 0 | -2 | -1 | 2.0 | -6 | nt | -22
CNC(=O)N1c2ccccc2C=Cc2ccccc21 | 0 | -3 | 0 | 1.6 | 1 | 2 | -2
CCOc1ccc(S(=O)(=O)NCc2ccncc2)cc1NC(=O)c1ccccc1 | -2 | -11 | -2 | -1.7 | 0 | -4 | nt
Cn1c(-c2ncc(F)cc2F)cc2onc(-c3c(F)cccc3Cl)c2c1=O | 2 | -1 | 6 | -3.0 | -10 | 0 | 2
